STAT3 activator – increases IL-6 driven STAT3 reporter signal. U3A cells, IL-6 STAT3-luciferase reporter, luminescence; 100% = signal with IL-6 EC80 alone. activation (% of control), % at 5.6 µM. 190,000 compounds, 0.91% hits;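 active = activation above the screen-wide mean of compound activation plus 3 SD, cut at about 130% in these data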;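 note: 0% = background luminescence of wells with medium and substrate only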
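Detection: reporter luminescence signal / Assay system: STAT1-lacking human U3A cells, STAT3 luciferase reporter / Incubation: compound pre-incubation 1 h before IL-6, then 6 h stimulation at 37 °C / Control set: IL-6-only high control / Read-out: % activation relative to IL-6 control / Probe or stimulus: Interleukin-6, 33 ng/mL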
S1P3 antag – blocks the human S1P3 receptor. Q99500. CHO S1P3 NFAT-BLA reporter, FRET fluorescence, antagonist mode. inhibition, % at 4.98 µM. 170,000 compounds, 0.27% hits. AID 485;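 active = inhibition above the plate cutoff, the mean inhibition of test wells on that plate plus 3 SD, cut at about 28% in these data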;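 note: cells challenged with S1P at its EC80 of 0.8 µM; blue over green emission ratio from cleaved BLA substrate after 4 h stimulation; 0% = S1P-stimulated wells and 100% = unstimulated DMSO-only wells; some compounds past the cut are filed as inactive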
STAT3 blocker – STAT3 signaling inhibition; U3A cells, IL-6 STAT3-luciferase reporter, luminescence; host cell line lacks STAT1; inhibition, % at 5.5 µM; 190,000 compounds, 0.89% hits; AID 862;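 active = inhibition above the mean inhibition across all screened compounds plus 3 SD, cut at about 44% in these data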;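 note: 0% = DMSO only wells and 100% = 100 µM nifuroxazide control wells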
PPARg SRC3 recr – agonists of human PPARgamma SRC-3 coactivator recruitment. P37231. biochemical PPARgamma/SRC-3 coactivator recruitment assay. activation, % at 8 µM. 200,000 compounds, 0.26% hits. AID 731; in the data active = activation above about 23%;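 note: 0% = DMSO and 100% = reference agonist; some compounds past the cut are filed as inactive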
Target sequence (P37231 whole entry, looked up): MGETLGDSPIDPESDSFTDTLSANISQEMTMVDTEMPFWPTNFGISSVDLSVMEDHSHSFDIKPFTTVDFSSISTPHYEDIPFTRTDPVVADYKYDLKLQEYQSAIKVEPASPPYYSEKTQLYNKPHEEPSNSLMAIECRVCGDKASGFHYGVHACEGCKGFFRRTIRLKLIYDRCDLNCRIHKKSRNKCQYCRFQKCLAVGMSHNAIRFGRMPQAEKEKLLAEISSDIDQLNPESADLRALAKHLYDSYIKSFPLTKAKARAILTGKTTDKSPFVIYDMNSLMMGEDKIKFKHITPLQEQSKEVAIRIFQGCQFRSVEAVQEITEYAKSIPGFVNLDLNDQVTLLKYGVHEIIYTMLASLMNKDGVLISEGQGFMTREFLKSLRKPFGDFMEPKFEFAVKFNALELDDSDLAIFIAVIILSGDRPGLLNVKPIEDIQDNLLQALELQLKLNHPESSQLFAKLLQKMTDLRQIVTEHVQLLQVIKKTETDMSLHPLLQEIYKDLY
TLR4-MyD88 BLA – inhibitors of human TLR4-MyD88 binding; O00206+Q99836; HeLa CL3-4 TLR4/MyD88 BLA complementation, FRET ratio; inhibition, % at 8.4 µM; 200,000 compounds, 0.18% hits; AID 861; in the data active = inhibition above about 25%;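 note: 0% = vehicle and 100% = reference inhibitor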
ROMK primary – modulators of human ROMK potassium channel; AID 1918; 130,000 compounds, 2% hits; B-score at 10 µM; Tet-inducible ROMK, thallium flux fluorescence; actives lie on both sides;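 active = signal ratio slope over the read window, or its plate-corrected B-score, at least 3 SD from the plate mean, either direction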;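 note: B-score of the F/F0 ratio slope over 7 to 12 s after thallium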
Target sequence (P48048 whole entry, looked up): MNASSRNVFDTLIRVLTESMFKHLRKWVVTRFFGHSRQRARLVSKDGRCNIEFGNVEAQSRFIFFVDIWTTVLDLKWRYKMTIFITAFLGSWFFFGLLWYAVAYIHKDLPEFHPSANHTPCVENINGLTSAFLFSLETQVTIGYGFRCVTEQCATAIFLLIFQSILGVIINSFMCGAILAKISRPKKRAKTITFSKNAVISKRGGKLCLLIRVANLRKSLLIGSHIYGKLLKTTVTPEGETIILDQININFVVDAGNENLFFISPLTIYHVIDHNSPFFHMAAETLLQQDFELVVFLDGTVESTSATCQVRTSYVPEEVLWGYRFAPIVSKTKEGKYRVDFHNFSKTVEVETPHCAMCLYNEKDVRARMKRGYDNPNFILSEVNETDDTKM
PPARg SRC1 recr – agonists of human PPARgamma SRC-1 coactivator recruitment; activation, % at 8 µM; 200,000 compounds, 0.41% hits; P37231; PPARgamma-SRC-1 coactivator recruitment biochemical assay; in the data active = activation above about 19%;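 note: 0% = DMSO and 100% = reference agonist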
SRC2 TRFRET art – flags TR-FRET format artefacts in PPARgamma SRC-2 recruitment agonist screen; TR-FRET ratio at 8 µM; TR-FRET artefact counter-screen; hits give high values; AID 1049; 200,000 compounds, 0.4% hits; in the data active = TR-FRET ratio above about 2000; note: inactives centre near 1500
RAM inhibit – inhibitors of the yeast RAM network; inhibition, % at 50 µM; 190,000 compounds, 1.8% hits; S. cerevisiae dse1pr::URA3 reporter, 5-FOA growth OD615, 2 d; analog-sensitive cbk1-as2 kinase mutant strain;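 active = inhibition above a set limit, 3 SD over mean compound inhibition, cut at about 8.4% in these data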;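 note: 0% = DMSO-only wells with no growth and 100% = 10 µM 1-NA-PP1 full growth; inhibition rescues growth on 5-FOA so higher OD means more RAM inhibition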
PPARg SRC-2 ag – promotes SRC-2 coactivator recruitment by human PPARgamma. PPARgamma LBD-SRC-2 recruitment, biochemical. P37231. 200,000 compounds, 0.34% hits. activation, % at 8 µM; in the data active = activation above about 22%;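 note: 0% = vehicle and 100% = reference agonist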
STAT1 inh – reduces IFN-gamma driven STAT1 reporter signal; NIH 3T3 STAT1-luciferase reporter, luminescence; inhibition, % at 5.5 µM; 200,000 compounds, 0.35% hits; AID 920;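 active = inhibition above a set limit, the mean inhibition across all tested compounds plus 3 SD, cut at about 34% in these data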;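 note: 0% = IFN-gamma with DMSO and 100% = IFN-gamma with 300 µM nifuroxazide; values of inactives mirror those of a sister screen read the other way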
* marks the source's active call; other numbers are inactive results; · = no result given.

SMILES	STAT3 activator	S1P3 antag	STAT3 blocker	PPARg SRC3 recr	TLR4-MyD88 BLA	ROMK primary	PPARg SRC1 recr	SRC2 TRFRET art	RAM inhibit	PPARg SRC-2 ag	STAT1 inh
Cc1ccc(S(=O)(=O)c2c(N)n(/N=C/c3ccco3)c3nc4ccccc4nc23)cc1	83	11	24	15	0	·	5	1560	6.0	-2	-1
COc1ccc(CCC(=O)OCC(=O)Nc2ccc(C)c(S(=O)(=O)N(C)C)c2)cc1	103	5	0	-2	2	·	-7	1231	3.0	-9	2
COC(CNC(=O)c1ccc2nc(-c3ccccc3)c(-c3ccccc3)nc2c1)OC	96	-3	12	2	-1	1.9	-1	1796	2.8	0	-7
Cc1cc([N+](=O)[O-])ccc1NCc1ccccc1[N+](=O)[O-]	99	3	4	3	13	1.1	7	1585	4.6	3	-4
COc1ccccc1-n1nnnc1SCC(=O)Nc1cc(C)on1	95	4	9	6	7	·	0	1414	1.4	-1	8
COCCCC1CCN(Cc2cn[nH]c2-c2cc(OC)c(OC)c(OC)c2)CC1	95	-5	16	6	4	0.034	-1	1522	0.1	-4	-6
COC(=O)c1cc2c(-c3ccccc3)c(C)c3ccccn3c-2c1C(=O)OC	108	·	-11	29*	-2	-1.4	17	1968	7.0	16	0
Cn1cccc1Cc1nnc(SCC(=O)Nc2nc3ccccc3s2)n1CCc1ccccc1	105	13	0	5	-3	·	8	1691	3.0	6	7
N#CC1=C(N)SC(N)=C(C#N)C1C1CC=CCC1 (stereo unspecified)	103	20	1	9	0	·	-6	1733	2.5	5	2
Clc1cccc(Cl)c1Cn1cnc(=NCc2ccco2)c2[nH]cnc21	98	4	9	0	-4	·	9	1664	-0.6	8	-6

Structural class, the entries above with a furan ring, fused or not
SMILES	STAT3 activator	S1P3 antag	STAT3 blocker	PPARg SRC3 recr	TLR4-MyD88 BLA	ROMK primary	PPARg SRC1 recr	SRC2 TRFRET art	RAM inhibit	PPARg SRC-2 ag	STAT1 inh
Cc1ccc(S(=O)(=O)c2c(N)n(/N=C/c3ccco3)c3nc4ccccc4nc23)cc1	83	11	24	15	0	·	5	1560	6.0	-2	-1
Clc1cccc(Cl)c1Cn1cnc(=NCc2ccco2)c2[nH]cnc21	98	4	9	0	-4	·	9	1664	-0.6	8	-6

Further entries follow:
SMILES	STAT3 activator	S1P3 antag	STAT3 blocker	PPARg SRC3 recr	TLR4-MyD88 BLA	ROMK primary	PPARg SRC1 recr	SRC2 TRFRET art	RAM inhibit	PPARg SRC-2 ag	STAT1 inh
O=C(CSc1ccc2nnc(-c3ccncc3)n2n1)Nc1nccs1	100	-1	4	-4	5	1.4	-4	1498	2.7	0	-1
CCn1ccnc1CN1CCN(CC(C)C)C(CCO)C1 (stereo unspecified)	105	-5	6	-2	21	0.58	7	1561	0.4	10	-2
Cc1ccc(S(=O)(=O)NC(CC(C)C)C(=O)NCc2ccco2)cc1 (stereo unspecified)	102	·	5	-8	-14	0.3	-2	1442	1.5	-3	6
C/C(=N\NC(=O)c1cc2c(s1)CCC(C)C2)c1cccnc1 (stereo unspecified)	90	-20	11	2	4	0.0079	6	1503	0.7	5	-7
COc1ccc(CCNC(=O)c2n[nH]c(=O)c3ccccc23)cc1	97	·	8	4	9	·	1	1367	4.3	-10	5
CC(=O)Oc1ccc(C(=O)OCC(=O)c2c(N)n(C)c(=O)n(C)c2=O)cc1OC(C)=O	106	6	-6	-3	7	0.66	8	1550	0.9	-1	3
O=C(NCc1cccs1)c1ccc2c(c1)ncn2C1CCCC1	96	12	10	-8	-8	-1.1	6	1698	0.9	-4	-15
C=CCn1c(SCC(=O)Nc2cccnc2Cl)nnc1-c1ccc(Cl)cc1	78	-12	29	1	-8	-1.2	4	1536	0.3	9	14
CC(=O)Nc1ccc(C(=O)OCC(=O)NC(=O)NC(C)(C)C)cc1	100	·	2	-4	-1	-0.52	4	1620	2.1	0	-7
O=C(CN1C(=O)C2CCCCN2C(=O)c2ccccc21)Nc1ccc(F)cc1 (stereo unspecified)	96	-6	15	3	10	0.15	7	1429	3.5	11	25
CN(CC(=O)N1CCN(c2ccccn2)CC1)S(=O)(=O)c1ccccc1	105	-2	-2	8	12	-0.14	0	1355	-1.1	10	-7
O=c1c2cc(NC(=S)N3CCCCC3)ccc2nc2n1CCCCC2	97	4	11	-1	4	0.55	14	1508	1.7	-3	2
COc1cc(/C=N/NC(=O)CNC(=O)c2cccs2)ccc1O	105	0	-6	4	-7	0.61	6	1631	-0.4	-1	-5
CN(C)NC(=O)c1ccsc1NC(=O)c1ccc(S(=O)(=O)N(C)C)cc1	·	-11	·	8	-15	·	-4	1581	5.0	5	3
CC(C)CCN1CCN(Cc2cccs2)CC1CCO (stereo unspecified)	92	-8	14	3	-7	0.086	7	1760	0.1	4	-7
COc1cccc(OC)c1-c1nnc(-c2cn(C)c3ccccc23)o1	80	19	25	5	1	0.4	9	1405	5.1	4	-9
COc1ccc(OC)c2[nH]c(=O)c(CCNC(=O)c3ccc(S(=O)(=O)N4CCCCC4)cc3)cc12	108	0	-2	-10	-2	·	1	1329	0.0	-3	12
CCN(CC)S(=O)(=O)c1cccc(C(=O)NC2CCCCC2)c1	104	10	0	2	-4	-0.026	-10	1533	1.6	-1	-7
O=C1CC(C(=O)N2CCC(N3CCC(C(=O)NC4CC4)CC3)CC2)c2ccccc21 (stereo unspecified)	121	-13	-18	-2	-9	-0.39	1	1354	0.5	-4	2
CCCCNC(=O)c1ccccc1NC(=O)CN(c1ccccc1)S(=O)(=O)N(C)C	99	1	3	3	3	-0.08	8	1754	1.8	-7	7
Cc1ccc(S(=O)(=O)c2nc(Nc3ccccc3)sc2Cl)cc1	95	6	1	6	5	·	13	1595	13*	8	6
c1ccc(-n2nnnc2-n2nnc3ccccc32)cc1	96	12	11	2	7	·	-2	1544	1.3	0	2
Cc1noc(C)c1CSCC(=O)OCC(=O)N1CC(=O)Nc2ccccc21	101	·	2	8	9	·	0	1587	0.7	0	-1
Cc1cc2c(=O)oc(-c3ccc(F)cc3)nc2s1	98	-2	4	7	12	0.086	7	1364	-0.5	1	-4
CSc1nc(S(=O)(=O)c2ccc(C)cc2)c(Cl)s1	95	-3	8	5	-5	-0.62	4	1566	1.2	5	12
CC(C)Cn1cc(C(=O)NCc2cccs2)c2c3ccccc3n(C)c2c1=O	103	30	6	10	-22	·	10	1693	5.7	17	7
Cc1ccc2c(c1)NC(=O)C(CC(=O)NCc1ccc(F)cc1)O2 (stereo unspecified)	95	-21	10	1	5	·	1	1572	2.0	0	-1
COc1ccc(S(=O)(=O)N2CCc3ccccc32)cc1C(=O)OCc1c(C)noc1C	102	28	4	8	-8	·	10	1542	5.0	17	5
COc1ccc(/C=N/NC(=O)c2ccc(C)cc2)cc1CN1CCN(c2ccc(F)cc2)CC1	99	·	6	1	6	0.54	2	1549	1.1	6	0
O=C(CN1C(=O)c2ccccc2C1=O)Nc1ccc(-c2nc3ccccc3o2)cc1	77	-3	30	13	1	-0.17	-1	1612	1.6	15	1
CC1=C/C(=N\Nc2ccccc2[N+](=O)[O-])CC(C)(C)C1	107	-7	-8	4	-7	0.21	7	1564	5.8	6	-1
CNC(=O)C1C(=S)NC(N)=C(C#N)C1c1ccccc1 (stereo unspecified)	90	·	18	11	11	1.3	2	1667	1.2	4	5
CCOC(=O)c1ccc(NC(=S)N2CCC(C(N)=O)(N3CCCCC3)CC2)cc1	102	-10	1	0	-2	·	-1	1378	-1.0	-5	0
COC(=O)CNC(c1ccccc1)c1cc(C)ccc1NS(=O)(=O)c1ccc(C)cc1 (stereo unspecified)	105	-4	-9	-2	10	0.12	-2	1498	1.2	3	13
Cc1cc(C(=O)C[N+]2(C)CCOCC2)c(C)n1-c1ccc(Br)cc1	97	2	12	6	-13	0.056	8	1532	1.6	3	-1
Cc1ccc(C(=O)NCCSC(C)(C)C)cc1[N+](=O)[O-]	106	4	-2	2	-15	-0.49	4	1655	0.9	-3	-13
CCCSc1nc(NCc2ccco2)c2c3c(sc2n1)COC(C)(CC)C3 (stereo unspecified)	111	·	-1	-2	-8	·	-2	1639	13*	6	3
Cc1nnc(NC(=O)CSc2nc(CC(C)C)nc3c2c(=O)n(C)c(=O)n3C)s1	100	-18	7	4	-7	0.25	7	1894	2.7	5	0
COc1ccc(C)cc1N1C(=N)/C(=C2/Nc3ccccc3S2)C(c2ccccc2)C1=O (stereo unspecified)	95	8	4	12	-7	-0.11	3	1633	13*	6	8
Cc1ccccc1N1C(=O)CC(Nc2ccc3c(c2)OCO3)C1=O (stereo unspecified)	98	-9	6	4	1	0.34	5	1629	-0.7	6	3
COc1ccc(-c2cnnn2-c2ccc(NC(=O)c3ccc(S(=O)(=O)N4CCCCC4)cc3)cc2)cc1	94	8	10	-1	-23	0.69	2	1614	9.8*	16	12
COc1ccc(C(C(=O)Nc2ccc3c(c2)OCO3)N(C)C(=O)Cc2c[nH]c3ccccc23)cc1 (stereo unspecified)	112	2	-14	4	8	-0.66	-5	1339	3.4	-6	8
O=C(Nc1cccc(NC(=O)c2cccnc2)c1)c1cccnc1	91	10	14	9	6	·	-4	1466	1.5	12	6
CCCCC(CC)CNC(=O)C1CC=CCC1C(=O)O (stereo unspecified)	99	1	-1	-3	-7	1.6	5	1628	-0.8	2	-12
COc1ccc(N2CCN(C(=O)CSc3nnc4c(C)cc5c(C)cc(C)cc5n34)CC2)cc1	84	·	22	3	-6	·	10	1523	0.9	5	-5
Cc1cc(O)c(C(C)C)cc1NC(=O)c1ccc(Cl)cc1	79	·	30	9	-13	·	0	1715	1.1	5	-5
C=CCn1c(SCc2nc3ccccc3c(=O)[nH]2)nc2ccccc2c1=O	106	·	-6	14	8	·	2	1545	0.7	6	5
COC(=O)c1ccc(COc2ccccc2/C=C(\C#N)C(=O)Nc2c(C)cccc2C)cc1	108	1	-12	9	5	0.099	1	1627	5.5	9	-2
Cc1ccc(C)c(NC(=S)NC(NC(=O)Cc2cccc3ccccc23)C(Cl)(Cl)Cl)c1 (stereo unspecified)	99	·	8	5	-11	0.016	2	1413	5.1	-1	-1
COCc1cc(C)nc(OCC(=O)N/N=C/c2ccc(OC)c(OC)c2)c1C#N	105	1	-6	9	4	1.7	-4	1734	4.7	1	5
CN(C)C=NC(=O)c1cc(C(=O)c2ccc(F)cc2)c[nH]1	95	-21	15	0	4	0.48	0	1562	4.0	1	-10
CC1=NN(C(=O)c2ccc(Cn3cc(Br)c([N+](=O)[O-])n3)o2)C(O)(C(F)(F)F)C1 (stereo unspecified)	101	11	-4	12	-2	0.81	3	1661	0.1	16	7
CCCC/C(C)=N\NC(=O)CNS(=O)(=O)c1ccc([N+](=O)[O-])cc1	103	·	-3	6	-18	-0.82	2	1330	0.4	-3	-1

Bioassay records: PubChem BioAssay, several laboratories
